# CatS block – inhibitors of human cathepsin S, biochemical, compound mixtures. P25774. recombinant cathepsin S, AMC dipeptide fluorescence, pooled mixtures. inhibition, %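 (tested at 5 µM per compound within 10-compound mixtures)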. actives 0.06% (n = 62,000). AID 501, 2006; in the data active means inhibition above about 32%, passing the limit was not always enough; inconclusive means no clear call, values can overlap the other calls;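 further: 0% = enzyme without compound and 100% = blank without enzyme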
# CatB mix inh – cathepsin B inhibitors from pooled compounds, primary screen, biochemical, compound mixtures, AMC fluorescence | P07858 | Purified cathepsin B, AMC dipeptide fluorescence | inhibition, %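 (ten-compound pools at 5 µM per compound and 50 µM total)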 | actives 0.06% (n = 62,000) | AID 488, 2006; in the data active means inhibition above about 22%, passing the limit was not always enough; inconclusive means no clear call, values can overlap the other calls;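 further: 0% = enzyme without compound and 100% = no enzyme blank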
# E coli RNAP – E. coli RNAP inhibitors, biochemical. DNA-directed RNA polymerase subunit beta (Escherichia coli (strain K12)), P0A8V2. E. coli RNA polymerase, fluorescence transcription assay. inhibition, %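 (tested at 10 µM)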. actives 0.2% (n = 62,000); in the data active means inhibition above about 20%;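 further: 0% = enzyme without compound and 100% = no enzyme blank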
# Target sequence (P0A8V2 whole entry, looked up): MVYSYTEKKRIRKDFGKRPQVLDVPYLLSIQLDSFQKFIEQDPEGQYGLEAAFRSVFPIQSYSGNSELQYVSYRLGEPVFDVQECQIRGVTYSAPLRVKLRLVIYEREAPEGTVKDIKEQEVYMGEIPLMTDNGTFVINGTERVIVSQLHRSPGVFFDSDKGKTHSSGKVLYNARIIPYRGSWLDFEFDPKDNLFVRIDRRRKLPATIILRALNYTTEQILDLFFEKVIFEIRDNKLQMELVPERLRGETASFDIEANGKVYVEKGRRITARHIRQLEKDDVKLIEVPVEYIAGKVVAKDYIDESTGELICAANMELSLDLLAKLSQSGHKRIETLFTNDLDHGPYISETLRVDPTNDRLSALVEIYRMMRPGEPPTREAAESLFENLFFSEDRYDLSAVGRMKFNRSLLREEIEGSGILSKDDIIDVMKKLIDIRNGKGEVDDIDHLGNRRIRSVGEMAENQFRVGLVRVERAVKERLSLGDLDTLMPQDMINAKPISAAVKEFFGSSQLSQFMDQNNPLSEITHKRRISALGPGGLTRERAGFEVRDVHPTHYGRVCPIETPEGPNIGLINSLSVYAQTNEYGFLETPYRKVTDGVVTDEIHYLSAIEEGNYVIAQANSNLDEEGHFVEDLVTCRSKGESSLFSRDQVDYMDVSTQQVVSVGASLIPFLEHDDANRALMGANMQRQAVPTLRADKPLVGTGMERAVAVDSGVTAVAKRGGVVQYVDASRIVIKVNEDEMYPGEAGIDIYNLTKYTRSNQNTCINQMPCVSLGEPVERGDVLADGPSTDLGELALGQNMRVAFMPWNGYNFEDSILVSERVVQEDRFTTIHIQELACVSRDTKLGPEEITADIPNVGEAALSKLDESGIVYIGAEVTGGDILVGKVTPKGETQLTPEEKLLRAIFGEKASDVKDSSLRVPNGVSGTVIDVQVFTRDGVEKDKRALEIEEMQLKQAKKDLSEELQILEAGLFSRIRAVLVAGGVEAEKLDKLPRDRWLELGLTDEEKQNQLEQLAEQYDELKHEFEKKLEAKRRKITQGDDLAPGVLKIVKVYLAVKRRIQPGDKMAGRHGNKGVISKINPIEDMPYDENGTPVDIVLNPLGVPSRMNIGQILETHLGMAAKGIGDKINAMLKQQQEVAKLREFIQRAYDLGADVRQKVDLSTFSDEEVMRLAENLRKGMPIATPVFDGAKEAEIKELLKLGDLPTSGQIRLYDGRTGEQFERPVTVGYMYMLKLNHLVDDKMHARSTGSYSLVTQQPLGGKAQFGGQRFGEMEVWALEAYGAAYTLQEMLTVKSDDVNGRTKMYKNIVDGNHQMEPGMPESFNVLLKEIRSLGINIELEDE
# AP ELISA ortho – alternative complement pathway inhibitors, primary screen, biochemical, ELISA, human serum, orthogonally pooled compounds | LPS-coated ELISA, C3 deposition; tested in compound mixtures | inhibition, % at 5 µM | actives 0.08% (n = 62,000) | AID 1235, 2008;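 active means inhibition above 30% in each of the two pooled mixtures holding the compound, so the lower value exceeds 30%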;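 further: 0% = serum in Mg-EGTA without compound and 100% = EDTA serum blank; some compounds past the cut are filed as inactive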
#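 Test system – human serum alternative complement pathway, C3 deposition on LPS-coated wells · Buffer or medium – diluted human serum in Mg2+-EGTA GVB++ · Compound dosing – 5 µM each compound, pools of ten, 50 µM per pool · Schedule – 1 h serum-compound exposure at 37 °C · Measured by – Anti-C3 ELISA, OD 450 nm · Read-out basis – percent inhibition of C3 deposition onto LPS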
# JNK3 blocker – JNK3 kinase activity inhibitors, primary screen, biochemical, human, purified enzyme; Mitogen-activated protein kinase 10 (Homo sapiens), P53779; HTS; inhibition, % at 8 µM; actives 0.61% (n = 60,000); AID 746, 2007; in the data active means inhibition above about 17%;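 further: 0% = DMSO and 100% = reference inhibitor; many of its hits are not listed in these tables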
# CatB inh – human cathepsin B inhibitors, primary screen, biochemical, fluorogenic substrate; purified cathepsin B, fluorescence; inhibition, %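 (tested at 10 µM)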; actives 0.1% (n = 63,000); in the data active means inhibition above about 21%;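 further: 0% = enzyme with no compound and 100% = no enzyme blank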
# RORA act – activators of orphan receptor RORA, primary screen, cell-based, luminescence; Nuclear receptor ROR-alpha (Homo sapiens), P35398; CHO-K1 Gal4-RORA LBD luciferase reporter; percent increase over mock-subtracted basal signal; activation, % at 10 µM; actives 1.5% (n = 65,000); AID 560, 2006;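 active means activation above the mean of all tested compounds plus 3 SD, cut at about 49% in these data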;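 further: 0% = DMSO-treated RORA cells and 100% = added signal equal to DMSO minus mock-transfected cells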
# ROCK2 inh – inhibitors of human ROCK2 kinase, primary screen, biochemical, high-throughput, luminescence. Rho-associated protein kinase 2 (Homo sapiens), O75116. purified ROCK2, Kinase-Glo ATP depletion luminescence. inhibition, % at 6 µM. actives 0.35% (n = 60,000);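 active means inhibition above the screen-wide mean inhibition plus 3 SD, cut at about 18% in these data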;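 further: plate controls were DMSO wells for no effect and Y-27632 control wells after no-enzyme background subtraction for full effect; many of its hits are not listed in these tables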
# PKA inh – inhibitors of human PKA kinase activity, primary screen, biochemical, ATP-depletion luminescence, Kemptide substrate; PKA Kemptide phosphorylation, Kinase-Glo ATP luminescence; AID 524, 2006; inhibition, % at 6 µM; cAMP-dependent protein kinase catalytic subunit alpha (Homo sapiens), P17612; actives 0.1% (n = 65,000);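 active means inhibition above the screen-wide mean inhibition plus 3 SD, cut at about 21% in these data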; further: many of its hits are not listed in these tables
# * marks the source's active call; other numbers are inactive results; ? = inconclusive; . = no result given. A portion of the library; count on the stated rates, not on these rows.
mol	CatS block	AP ELISA ortho	CatB inh	JNK3 blocker	ROCK2 inh	RORA act	E coli RNAP	PKA inh	CatB mix inh
CCN1CCN(c2nc3c(c(=O)n(C)c(=O)n3C)n2CCSc2nccc(C)n2)CC1	-2	-7	0	-1	3	1	1	1	2
CCn1c(C(=O)N2CCC(C(=O)NCc3cccs3)CC2)cc2sccc21	3	12	-3	-2	4	-7	3	1	1
Cc1cc2ccccc2c(=O)n1CC(=O)NCC(=O)N(C)Cc1ccccc1	12	-2	0	.	.	3	2	9	1
COCCNC(=O)c1cc(-c2ccc3c(c2)OCO3)on1	2	4	-2	4	6	33	7	9	-1
CCCCCn1c(=O)[nH]c2cc(C(=O)O)ccc2c1=O	3	1	-6	.	.	4	8	5	-5
COc1ccccc1-c1nc(SCc2ccccn2)n[nH]1	0	4	5	4	-1	31	7	4	2
O=C(NC1(C(F)(F)F)Oc2ccccc2O1)N1CCCC1	-3	23	-5	.	.	14	15	-7	0
O=C1C(=O)N(CCCn2ccnc2)C(c2ccccn2)/C1=C(/O)c1ccccc1 (stereo not given)	.	.	-1	-2	6	-24	5	2	.
CCOc1ccc(C(C)(N)C(=O)O)cc1 (stereo not given)	-9	17	3	2	5	-25	0	4	1
COc1ccc(OC)c(C2C(C#N)=C(N)Oc3c2c(C)nn3-c2ccc(C)cc2)c1 (stereo not given)	-2	3	6	2	11	-25	4	12	-2

# Some of the entries so far, field by field:
CCn1c(C(=O)N2CCC(C(=O)NCc3cccs3)CC2)cc2sccc21
  CatS block: 3 | AP ELISA ortho: 12 | CatB inh: -3 | JNK3 blocker: -2 | ROCK2 inh: 4 | RORA act: -7 | E coli RNAP: 3 | PKA inh: 1 | CatB mix inh: 1
Cc1cc2ccccc2c(=O)n1CC(=O)NCC(=O)N(C)Cc1ccccc1
  CatS block: 12 | AP ELISA ortho: -2 | CatB inh: 0 | JNK3 blocker: . | ROCK2 inh: . | RORA act: 3 | E coli RNAP: 2 | PKA inh: 9 | CatB mix inh: 1

# Carrying on.
mol	CatS block	AP ELISA ortho	CatB inh	JNK3 blocker	ROCK2 inh	RORA act	E coli RNAP	PKA inh	CatB mix inh
Cc1ccc(NC(=O)CSc2nnc(-c3ccc(S(=O)(=O)N4CCCC4)cc3)o2)cc1C	1	-7	2	0	1	-19	5	2	3
CCCS(=O)(=O)n1nc(-c2ccc(Br)cc2)cc1N	-2	19	-5	5	3	8	1	2	4
CSc1cccc(NS(=O)(=O)c2ccc(F)cc2)c1	-4	34*	-1	1	0	-4	1	0	1
Cc1noc(NS(=O)(=O)c2ccc(NC(=O)C34CCC(CC3)C4)cc2)c1C	-3	14	1	1	4	12	3	5	1
O=c1n(Cc2ccccc2Cl)c2sc3c(c2c2ncnn12)CCCC3	-15	-2	2	1	3	-5	-10	8	-9
Cc1nnc(NC(=O)c2ccc3c(c2)C(=O)N(CC2CCCO2)C3=O)s1 (stereo not given)	1	-1	0	1	-4	12	11	4	-3
CCC(=O)N1CCc2cc(S(=O)(=O)NCCC(=O)N3CCc4ccccc4C3)ccc21	4	11	-8	.	.	-33	4	1	3
CC(NC(=O)OC(C)(C)C)C(=O)Oc1ccc2ccc(=O)oc2c1 (stereo not given)	.	.	-2	0	12	-25	.	3	.
Cn1nnnc1SCCNCc1cccc2ccccc12	12	-1	8	3	-6	-5	7	9	-1
CCOC(=O)c1ccc2nc(NC(=O)C(C)C)sc2c1	3	11	2	7	1	68*	19	-7	2
Cc1ccc(C)c(S(=O)(=O)N2CC(=O)Nc3ccccc32)c1	11	-3	8	-10	0	6	.	7	6
O=C(C1CCCN1C(=O)c1cccs1)N1CCc2ccccc21 (stereo not given)	-4	6	-1	1	3	-7	6	8	-7
Cc1ccc2nc(N3CCOCC3)c3nncn3c2c1	-1	16	3	1	4	-1	8	7	3
COC(=O)c1ccc(CSc2nnc3sc4ccccc4n23)o1	0	7	0	.	.	0	4	1	2
CC(C)CC(C(=O)NCc1ccccn1)N1C(=O)c2ccccc2C1=O (stereo not given)	-5	9	0	2	1	-15	5	-6	5
CCn1c(C)nc2cc(C(=O)OC(C(F)(F)C(F)F)C(F)(F)C(F)F)ccc21	?	-2	1	0	6	-12	9	4	9
Cc1c(Br)cc(C(=O)NCc2ccco2)c(C)c1C	8	-8	-6	-2	-5	-26	7	1	4
Cc1nc2sc(C(c3ccco3)N3CCN(c4ccccc4)CC3)c(O)n2n1 (stereo not given)	11	-6	4	-3	2	4	13	3	1
O=C1c2ccccc2C(=O)N1CCN1CCc2ccccc21	.	.	1	2	-1	37	11	7	.
CCOC(=O)CSc1nnc(-c2cccnc2)n1Cc1ccccc1	13	-7	4	-1	-1	-5	7	-5	6
COc1ccccc1N1CCN(S(=O)(=O)c2cccc3nsnc23)CC1	13	-4	1	5	-1	-21	9	-3	4
COc1ccc(CCNC(=O)c2cnccn2)cc1	8	5	4	3	2	10	14	5	-7
NS(=O)(=O)c1ccc(NC(=O)N[C@@H](Cc2ccccc2)C(=O)O)cc1	3	2	3	0	-4	-3	9	1	5
COCCCNC(=O)CSc1nc2ccc(N3CCOCC3)cc2c(=O)n1CCc1ccccc1	-12	22	6	.	.	13	-1	4	-2
Cc1cc(C)nc(SCc2nnc(SCC#N)n2-c2cccc(Cl)c2)n1	8	-2	-4	-2	6	7	9	13	1
CCOC(=O)Cn1c(CN(Cc2ccccc2)Cc2ccccc2)nc2c1c(=O)[nH]c(=O)n2C	-3	4	1	-11	-6	0	5	-6	2
COc1ccc(-c2ccc(SCC(=O)NCc3ccco3)nn2)cc1	4	-8	-1	-7	-5	12	-8	2	2
CCCCCc1nc2ccccc2c(=O)n1N	12	-17	8	3	-4	1	7	8	4
COc1cccc(N(CC(=O)NC(C)c2ccccc2)S(C)(=O)=O)c1 (stereo not given)	-9	15	-3	.	.	.	2	.	3
O=C(CCC1COc2ccccc2O1)NCC1COc2ccccc2O1 (stereo not given)	-2	14	-1	4	2	-18	10	9	8
Cc1cc(NC(=O)COC(=O)CSc2nc3cc(Cl)ccc3n2Cc2ccccc2)no1	-5	6	0	3	4	-18	8	-3	4
CCn1c(=N)c(C(=O)NC)cc2c(=O)n3cccc(C)c3nc21	-41	20	-29	-9	1	-1	-40	5	-29
O=C1CC(N2CCN(c3ccc(F)cc3)CC2)C(=O)N1Cc1cccs1 (stereo not given)	14	1	-3	5	4	6	5	6	-4
CCn1cc(C(=O)N2CCCc3ccccc32)c2cc(OC)c(OC)cc2c1=O	-2	18	1	.	.	0	4	-4	5
COc1ccccc1NS(=O)(=O)c1ccc(C)c(C(=O)NCC2CCCO2)c1 (stereo not given)	6	9	-2	5	6	-12	6	3	3
CSc1ccc(-c2nc(CSCC(=O)N3CCOCC3)c(C)o2)cc1	-4	21	1	4	5	-2	9	9	-10
C=CCNC(=O)CN1C2CCCC1CC(NC(=O)c1ccccc1C)C2 (stereo not given)	-4	20	-1	-1	4	4	6	8	4
Cc1ccc(-c2nnc(-c3ccc(NC(=O)c4ccco4)cc3)o2)cc1	-2	17	3	-3	2	1	4	6	-6
Cn1c(C(=O)N2CCN(c3ccc(Cl)cc3)CC2)cc2c(=O)[nH]c3ccccc3c21	0	12	1	1	-3	-4	7	7	1
COC(=O)c1ccc(-c2n[nH]c(=O)c3ccccc23)cc1	6	-18	12	2	4	-11	12	12	1
CCn1c(SCC(N)=O)nnc1-c1ccc(S(=O)(=O)N2CCN(C)CC2)cc1	6	-15	4	4	-3	-3	-15	3	2
CCOc1ccc(OCC)c(NC(=O)CN2CCN(c3ccc(C)cc3C)CC2)c1	4	15	-1	.	.	3	4	1	5
Cc1cc(/C=N/n2cnnc2)c(C)n1-c1ccc2c(c1)OCO2	.	.	9	1	0	24	.	3	.
COc1cc(OC)c(C(=O)Nc2ccc(S(=O)(=O)Nc3ncccn3)cc2)cc1OC	-3	14	6	-6	7	-7	6	8	4
COc1cc(NC(=O)c2ccccc2)cc(OC)c1	1	-5	-3	0	2	32	2	-1	5
CCc1nnc(NC(=O)C(C)N2C(=O)C3C4C=CC(C4)C3C2=O)s1 (stereo not given)	-4	18	4	-1	5	-4	5	6	3
O=C(CN(c1ccc2c(c1)OCCO2)S(=O)(=O)c1ccccc1)NCC1CCCO1 (stereo not given)	-1	26	0	-9	10	-8	5	3	6
COc1ccc(S(=O)(=O)N(C)CC(=O)N2CCC(C)CC2)cc1Cl	-4	18	1	-3	10	-15	-2	10	2
CCC(=O)Nc1cc2nn(-c3ccc(OC)cc3)nc2cc1C	2	8	-1	-1	-5	11	-19	0	-4
O=C(NCCC1=CCCCC1)c1cc2c(s1)CS(=O)(=O)C2	12	6	-3	-8	-2	30	10	-4	3

# The list continues:
mol	CatS block	AP ELISA ortho	CatB inh	JNK3 blocker	ROCK2 inh	RORA act	E coli RNAP	PKA inh	CatB mix inh
CCS(=O)(=O)N1Cc2ccccc2CC1C(=O)OCC(=O)Nc1ccc(C)cc1 (stereo not given)	7	7	0	0	4	4	.	10	2
CC1=C(C(N)=O)C(c2ccccn2)n2nc(SCc3ccccc3)nc2N1 (stereo not given)	12	-10	5	.	.	-14	-9	0	0
CCS(=O)(=O)c1ccc2oc(SCC(=O)c3ccco3)nc2c1	0	7	1	5	4	-16	4	14	-7
COC(=O)c1c(NC(=O)c2c(C)noc2C)sc2c1CCCCCC2	11	9	2	-4	2	-19	10	3	6
Cc1sc(NC(=O)c2oc3ccccc3c2C)c(C#N)c1C	-2	11	4	-7	0	21	3	7	5
CC1CCCCC1NC(=O)C1CCN(C(=O)c2sccc2-n2cccc2)CC1 (stereo not given)	-1	18	2	6	5	0	7	-3	4
Cc1ccccc1OCc1nc(-c2ccc(-n3cccc3)cc2)no1	9	9	0	0	3	3	2	10	1
COC(=O)c1cc(Br)c(=O)n(-c2cc(C)on2)c1	.	.	0	-2	-14	-16	-4	-2	.
O=C(NCCN1CCOCC1)c1cc(-c2ccco2)on1	1	21	1	7	3	20	-1	-7	5
O=C(c1cccc(F)c1)N1CCN(Cc2c[nH]c3ccccc23)CC1	7	10	-4	-5	3	11	0	0	7
O=C(/C=C/N1CCOCC1)c1ccc(-c2ccccc2)cc1	-12	15	2	2	-3	9	6	-3	5
O=C(CCC(=O)c1ccc[nH]1)c1ccc(Cl)cc1	-5	12	4	8	4	26	2	10	-2
COc1ccc(CNc2nc(-c3cccnc3)nn2C(=O)c2cccs2)cc1	18	9	-3	9	10	-14	6	8	6
Cn1cnc2cc(OC(=O)c3ccccc3)ccc21	10	8	1	0	4	3	3	1	6
CCOC(=O)c1cc(CC)sc1N	9	1	1	-3	-2	2	1	-6	-6
CC(=O)C(Sc1nc(-c2ccco2)nc2c1c(=O)n(C)c(=O)n2C)C(=O)N(C)C (stereo not given)	15	19	-1	1	0	-14	5	3	1
CN(C)c1ccnc2sc3c(=O)n(-c4ccccc4)cnc3c12	1	12	.	-7	7	-12	5	3	4
CCOc1cc(/C=N/O)cc(Br)c1OC	-5	11	4	2	10	-26	6	10	5
CN1CCCN(Cc2ccccc2C(F)(F)F)CC1	5	8	-2	-4	0	3	0	-5	-2
Cn1c(SCC(=O)NC2CCCC2)nc2cccnc21	-4	0	1	3	3	2	2	2	0

# Bioassay records (PubChem BioAssay)
